# Casp7 inh: blocks human caspase-7 allosterically or competitively | P55210 | recombinant caspase-7, Ac-DEVD-AFC fluorescence rate | Potency, µM (doses to about 57.5 µM), for inactives: at the highest dose activity change, negative = inhibition, usual class: inhibitors | 75,000 compounds, 0.02% hits; active = well fitted inhibition curve with a large enough effect in the main read-out, with a control signal flat, not every such curve was filed as active; inconclusive = small, poorly fitted or top-dose-only effect, or a change in a side signal; note: potency is the fitted concentration of half-maximal effect; % of control where 0% means no effect
# Tau fil binding: tau filament binding; Potency, µM (highest dose often 57.1 µM), inactives show at the top dose activity change, negative = inhibition; recombinant tau filaments, thioflavin S fluorescence, 15 h; filaments grown with octadecylsulfate alongside compound; P10636; 71,000 compounds, 2% hits;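 note: potency is the fitted concentration of half-maximal effect; % is set by controls: 0 for no effect and ±100 for the full control effect; actives lower thioflavin S fluorescence by blocking filaments or displacing dye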
# Target sequence (P10636 whole entry, looked up): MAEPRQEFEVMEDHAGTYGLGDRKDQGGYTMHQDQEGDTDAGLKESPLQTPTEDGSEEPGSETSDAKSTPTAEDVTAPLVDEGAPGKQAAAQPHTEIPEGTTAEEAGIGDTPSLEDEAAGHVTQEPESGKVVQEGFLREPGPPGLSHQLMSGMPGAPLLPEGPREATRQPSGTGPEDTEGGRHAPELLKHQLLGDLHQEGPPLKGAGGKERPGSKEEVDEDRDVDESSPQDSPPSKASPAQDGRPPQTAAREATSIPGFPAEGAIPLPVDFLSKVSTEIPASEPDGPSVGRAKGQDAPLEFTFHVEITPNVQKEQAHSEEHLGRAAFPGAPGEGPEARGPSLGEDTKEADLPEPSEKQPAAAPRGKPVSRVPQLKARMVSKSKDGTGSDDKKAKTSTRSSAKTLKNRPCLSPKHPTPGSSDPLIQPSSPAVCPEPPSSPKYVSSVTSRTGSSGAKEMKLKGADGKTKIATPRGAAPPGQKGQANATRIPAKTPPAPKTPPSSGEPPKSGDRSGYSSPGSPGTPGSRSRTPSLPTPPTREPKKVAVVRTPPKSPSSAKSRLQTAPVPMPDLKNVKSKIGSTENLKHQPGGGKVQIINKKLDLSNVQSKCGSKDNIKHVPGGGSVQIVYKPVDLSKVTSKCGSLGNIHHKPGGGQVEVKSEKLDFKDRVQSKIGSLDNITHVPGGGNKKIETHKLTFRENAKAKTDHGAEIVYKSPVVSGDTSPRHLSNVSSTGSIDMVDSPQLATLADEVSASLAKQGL
#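 His-tagged recombinant human tau (exons 2, 3, 10; 1 uM final) fibrillized with 30 uM sodium octadecylsulfate, 15 h at 37 C, in pH 7.4 HEPES buffer with 10 uM thioflavine S and 5 mM DTT. Reduced ThS fluorescence (450/510 nm) marks activity.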
# FLuc inh: inhibitors of firefly luciferase | purified firefly luciferase, luminescence, 8 min | Potency, µM (titrated, usually from 57.1 µM), for the others: at the highest dose activity change, negative = inhibition, hits mostly inhibitors | 72,000 compounds, 2.2% hits | AID 411; note: potency is the fitted concentration of half-maximal effect; % is set by controls: 0 for no effect and ±100 for the full control effect; nearly all actives have a fitted effect of over 40% in size
#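 Titration-based qHTS; buffer 50 mM imidazole pH 7.2, 50 mM KCl, 7 mM MgCl2, 10 uM ATP, 0.01% Tween 20, 0.05% BSA; luciferase/luciferin detector mix added after compound; 8 min, ambient; luminescence.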
# HEK293 cAMP cs: raises cAMP in parental HEK293 cells, TSHR agonist counter-screen; parental HEK293 CNG cAMP sensor, membrane potential fluorescence; Potency, µM (titrated, usually from 57.1 µM), for the others: top-dose activation, usual class: activators; 73,000 compounds, 2.5% hits; note: potency is the fitted concentration of half-maximal effect; % of control where 0% means no effect; nearly all actives have a fitted effect of over 55% in size
#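 Counterscreen for endogenous-receptor signalling: CNG-channel HEK 293 cells report cAMP rise by membrane depolarization. After 60 min dye equilibration with 100 uM RO 20-1724, compounds incubated 30 min before bottom-read fluorescence at 590 nm.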
# Caspase-1 inhib: allosteric or competitive inhibitors of human caspase-1; P29466; Caspase-1 enzyme, Ac-WEHD-AFC fluorogenic rate; Potency, µM (series often up to 57.5 µM), for inactives: at the highest dose activity change, negative = inhibition, actives largely listed as inhibitors; 75,000 compounds, 0.03% hits; AID 900;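 note: potency is the fitted concentration of half-maximal effect; plate controls were vehicle for no effect and no substrate for full effect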
# Target sequence (P29466 120-297 limits assumed): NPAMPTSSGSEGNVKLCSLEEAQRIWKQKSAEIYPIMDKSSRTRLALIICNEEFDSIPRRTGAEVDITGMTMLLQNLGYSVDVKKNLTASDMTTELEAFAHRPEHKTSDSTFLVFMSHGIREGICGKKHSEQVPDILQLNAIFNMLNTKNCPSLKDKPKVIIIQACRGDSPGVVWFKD
# Target sequence (P29466 317-404 limits assumed): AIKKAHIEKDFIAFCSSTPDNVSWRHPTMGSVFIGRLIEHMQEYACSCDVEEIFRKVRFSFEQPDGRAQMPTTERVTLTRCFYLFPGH
# Rhodamine fluor: rhodamine region autofluorescence. 59,000 compounds, 0.05% hits. max dye-equivalent concentration, M. Rhodamine-region fluorescence, 547/598 nm, Tris buffer; stronger effect = higher value; in the data active = max dye-equivalent concentration above about 11 nM; inconclusive = between about 1.1 nM and that limit
#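 Read-out is relative fluorescence at 547 nm excitation and 598 nm emission, expressed as dye-equivalent concentration using rhodamine standards on every plate. Each compound was profiled across a concentration series after 15 min in 100 mM Tris, pH 8.0.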
# TexasRed autofl: compounds fluorescent in Texas Red spectral region | Compound fluorescence, Texas Red channel, 547/618 nm; stronger effect = higher value | max dye-equivalent concentration, M | 59,000 compounds, 0.06% hits | AID 587; in the data active = max dye-equivalent concentration above about 10 nM; inconclusive = between about 1.1 nM and that limit
#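 Compound titrations in 100 mM Tris pH 8.0 were incubated 15 min at room temperature and read at 547 nm excitation / 618 nm emission. Texas Red six-point standard curve on each plate converted fluorescence to dye-equivalent concentration.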
# 4-MU autofl: compounds fluorescent in 4-MU spectral region. 59,000 compounds, 11% hits. AID 589. max dye-equivalent concentration, M. compound autofluorescence, 340/450 nm, 4-MU equivalents; stronger effect = higher value; in the data active = max dye-equivalent concentration above about 10 nM; inconclusive = mostly about 1.1 nM to 9.6 nM
#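 Compounds in 100 mM Tris, pH 8.0, sat 15 min at room temperature before fluorescence was read at 340 nm excitation/450 nm emission; a per-plate six-point 4-MU standard curve converted signals to dye-equivalent concentration at each compound concentration.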
# A350 autofl: A350 region autofluorescence | Compound autofluorescence, 340/450 nm, Alexa 350 dye-equivalents; stronger effect = higher value | 59,000 compounds, 11% hits | max dye-equivalent concentration, M; in the data active = max dye-equivalent concentration above about 10 nM; inconclusive = mostly about 1.1 nM to 9.6 nM
# ERK AVP block: inhibitors of vasopressin-stimulated ERK signaling pathway. HEK293-V1b, vasopressin-stimulated pERK AlphaScreen. Potency, µM (top dose mostly 57.5 µM), for the others: top-dose activity, negative = inhibition, actives largely listed as inhibitors. 72,000 compounds, 0.99% hits; note: potency is the fitted concentration of half-maximal effect; % is set by controls: 0 for no effect and ±100 for the full control effect; nearly all actives have a fitted effect of over 55% in size
#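 HEK293 cells stably expressing V1b receptor, seeded overnight in 1% FBS, were treated with compounds for 30 min at 37C, then stimulated 5 min with 25 nM vasopressin; phospho-ERK read by AlphaScreen SureFire after lysis.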
# Fluorescein autfl: compound autofluorescence in fluorescein spectral region; Compound autofluorescence, 480/540 nm, fluorescein-equivalent; stronger effect = higher value; max fluorescein-equivalent concentration, M; 59,000 compounds, 0.91% hits; in the data active = max fluorescein-equivalent concentration above about 10 nM; inconclusive = between about 1.1 nM and that limit
#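 Fluorescein stocks ranging 3 mM down to 300 nM, plus DMSO blanks, were pinned alongside compounds to build a per-plate standard curve. Buffer: 100 mM Tris, pH 8.0. Incubation 15 min, room temperature; filters 480/540 nm.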
# * hit, by the source's call; i = inactive; ? = inconclusive; nt = no result given; [ ] = remark or other dose. Unless noted, calls come from the whole dose curve; as a rule, active = well fitted curve in the direction sought with a large enough effect; inconclusive = small, poorly fitted or top-dose-only effect, or another doubt; inactive = no such curve, though single readings can be large; an effect the other way counts as inactive or inconclusive. These rows are one share of the data; rates above refer to the full screens.
nr	smiles	Casp7 inh	Tau fil binding	FLuc inh	HEK293 cAMP cs	Caspase-1 inhib	Rhodamine fluor
1	COc1ccc(Cn2c(=O)[nH]c3cc(C(=O)NCc4ccc5c(c4)OCO5)ccc3c2=O)cc1	0%	i	0%	13%	-5%	i
2	c1ccc(-n2cccc2CNC2CCCCC2)cc1	4%	-26%	4%	25µM*	5%	i
3	O=S(=O)(c1ccc(Cl)s1)N1CCN(Cc2ccccc2)CC1	-1%	-9%	4%	28%	-2%	i
4	C/C(CCC(=O)OC[C@@H]1O[C@H](C#Cc2ccccc2)C=C[C@@H]1Oc1ccc(C)cc1)=N/O[C@@H](C)CN1CCCc2nc(C)c(C)cc21	-2%[11.5 µM]	nt	2%[11.4 µM]	?	-6%[11.5 µM]	nt
5	CN(C(=O)c1ccccn1)c1nnc(-c2ccccn2)s1	2%	-1%	10µM*	-4%	-1%	i
6	COc1ccc(NC(=S)Nc2ccccc2)cc1	2%[11.5 µM]	-1%[11.4 µM]	3%[11.4 µM]	-1%[11.4 µM]	-1%[11.5 µM]	i
7	O=C(c1ccccc1NS(=O)(=O)c1cccs1)N1CCCC1	1%	-7%	1%	4%	0%	i
8	CCCNC(=O)C1CCN(c2nc(C)cc(C)n2)CC1	0%	-8%	-1%	0%	-2%	i

nr	TexasRed autofl	4-MU autofl	A350 autofl	ERK AVP block	Fluorescein autfl
1	i	i	i	0%	i
2	?	i	i	-7%	?
3	i	i	i	67%[activator]	i
4	nt	nt	nt	18%[11.5 µM]	nt
5	i	i	i	1%	i
6	i	i	i	7%[11.5 µM]	i
7	i	i	i	1%	i
8	i	i	i	-13%	i

# Next records follow:
nr	smiles	Casp7 inh	Tau fil binding	FLuc inh	HEK293 cAMP cs	Caspase-1 inhib	Rhodamine fluor
9	O=C1OC(=O)c2ccccc21	0%	8%	nt	7%	-1%	nt
10	CCOC(=O)N1CCC2(CC1)C(C#N)=C(N)Oc1n[nH]c(CSc3ccc(C)cc3)c12	-2%	-11%	3%	?	0%	i
11	COc1ccccc1C(=O)NCCCN1CCCC1=O	-3%	13%	2%	1%	-1%	i
12	C=CCn1cnc2c(c1=O)c1nc3ccccc3nc1n2/N=C/c1cccc(OC)c1OC	-1%	?	1%	-8%	0%	i
13	O=C(c1oc(=O)c2ccccc2c1-c1ccccc1)N1CCN(C2CCCCC2)CC1	1%	14%	1%	24%	3%	nt
14	CC(=O)C1=C(C)Nc2ncnn2C1c1ccc(Cl)cc1Cl (stereo not given)	-1%	-5%	0%	-2%	-4%	i
15	COC(=O)c1ccccc1NC(=O)CSc1nnc(-c2ccoc2C)n1C	-1%	12%	4%	?	-1%	i
16	Cc1cc(NC(=O)CN2CCCC2c2nc3ccccc3s2)no1 (stereo not given)	-1%	5%	0%	9%	0%	i

nr	TexasRed autofl	4-MU autofl	A350 autofl	ERK AVP block	Fluorescein autfl
9	nt	nt	nt	17%	nt
10	i	i	i	?	i
11	i	?	?	-6%	i
12	i	2.7e-08M*	3.7e-08M*	-13%	i
13	nt	nt	nt	?	nt
14	?	i	i	-19%	i
15	i	i	?	-15%	?
16	i	i	i	-15%	i

# (listing goes on)
nr	smiles	Casp7 inh	Tau fil binding	FLuc inh	HEK293 cAMP cs	Caspase-1 inhib	Rhodamine fluor
17	Cc1nnc(SC(C)C(=O)Nc2ccc(S(=O)(=O)N3CCCCC3)cc2)s1 (stereo not given)	1%	6%	3%	5%	0%	i
18	CCN(CC)C(=O)c1cn(C)c(=O)c2cc(OC)c(OC)cc12	3%	-1%	1%	6%	0%	i
19	Cn1cccc1C(=O)Nc1nc(-c2ccccn2)cs1	-9%	?	20µM*	?	3%	i
20	COC(=O)C/C=C\[C@@H](C)[C@@H](/C=N\O[C@@H]1O[C@H](COC(C)=O)[C@H](OC(C)=O)[C@H](OC(C)=O)[C@H]1OC(C)=O)OC	1%[11.5 µM]	nt	0%[11.4 µM]	5%[11.4 µM]	-1%[11.5 µM]	nt
21	COc1cccc(C(c2nnnn2Cc2ccccc2)N2CCN(C(=O)c3ccco3)CC2)c1OC (stereo not given)	4%	3%	0%	15%	3%	i
22	Cc1ccnc(NC(=O)CN(C)S(=O)(=O)c2cccc3nsnc23)c1	-1%	-1%	-5%	-2%	-8%	i
23	O=C(NCCC(=O)N1CCNC1=O)OCc1ccccc1	-1%	0%	1%	-4%	3%	i
24	COc1ccc(-c2cnn(-c3ccccc3)c2N)cc1OC	1%	-17%[11.4 µM]	-3%	-13%[11.4 µM]	-1%	nt

nr	TexasRed autofl	4-MU autofl	A350 autofl	ERK AVP block	Fluorescein autfl
17	i	i	i	-12%	i
18	i	i	i	17%	i
19	i	i	i	16%	i
20	nt	nt	nt	17%[11.5 µM]	nt
21	?	i	i	-7%	?
22	?	i	i	22%	i
23	i	i	i	-12%	i
24	nt	nt	nt	-9%	nt

# (cont.)
nr	smiles	Casp7 inh	Tau fil binding	FLuc inh	HEK293 cAMP cs	Caspase-1 inhib	Rhodamine fluor
25	N#C/C(=C\c1ccc(O)c(O)c1)C(=O)NCCCCc1ccccc1	-8%	?	-24%	8%	-2%	nt
26	COc1cccc(-c2nccc(NCc3ccc(OC)cc3OC)n2)c1	-7%	-7%	0%[2.29 µM]	?	-7%	i
27	CCCCn1nnnc1NCc1cc(OC)c(OC)cc1OC	0%	-11%	-2%	7%	-2%	i
28	COc1cccc(OCc2nc3ccccc3c(=O)n2N)c1	-2%	-3%	-12%	8%	-1%	i
29	Cc1ccccc1C(=O)c1ccc2c(c1)n(C)c(=O)n2C	nt	nt	1%[25.5 µM]	nt	nt	i
30	CC(=O)Cc1nsc(NC(=O)c2c(-c3ccccc3Cl)noc2C)n1	0%	0%	-2%	1%	0%	i
31	COC(=O)c1c(NC(=O)c2cccs2)sc2c1CCC(C)C2 (stereo not given)	-6%	17%	2%	1%	-4%	i
32	O=C(CS(=O)(=O)c1ccccc1)Nc1nc(-c2ccccc2)cs1	-2%	-13%	4%	2%	-1%	i

nr	TexasRed autofl	4-MU autofl	A350 autofl	ERK AVP block	Fluorescein autfl
25	nt	nt	nt	40µM*	nt
26	i	i	i	-7%	?
27	?	i	i	-7%	i
28	?	i	i	-19%	i
29	i	i	i	nt	?
30	i	i	i	-2%	i
31	?	1.3e-07M*	1.1e-07M*	-5%	i
32	i	i	i	40µM*	?

# Three compounds from above, showing only 4-MU autofl, Casp7 inh and TexasRed autofl.
no.	SMILES	4-MU autofl	Casp7 inh	TexasRed autofl
28	COc1cccc(OCc2nc3ccccc3c(=O)n2N)c1	i	-2%	?
29	Cc1ccccc1C(=O)c1ccc2c(c1)n(C)c(=O)n2C	i	nt	i
30	CC(=O)Cc1nsc(NC(=O)c2c(-c3ccccc3Cl)noc2C)n1	i	0%	i

# A section taken from the entries so far:
nr	smiles	Casp7 inh	Tau fil binding	FLuc inh	HEK293 cAMP cs	Caspase-1 inhib	Rhodamine fluor
25	N#C/C(=C\c1ccc(O)c(O)c1)C(=O)NCCCCc1ccccc1	-8%	?	-24%	8%	-2%	nt
26	COc1cccc(-c2nccc(NCc3ccc(OC)cc3OC)n2)c1	-7%	-7%	0%[2.29 µM]	?	-7%	i

nr	TexasRed autofl	4-MU autofl	A350 autofl	ERK AVP block	Fluorescein autfl
25	nt	nt	nt	40µM*	nt
26	i	i	i	-7%	?

# (listing goes on)
nr	smiles	Casp7 inh	Tau fil binding	FLuc inh	HEK293 cAMP cs	Caspase-1 inhib	Rhodamine fluor
33	CCOc1ccccc1OCCCCCc1c(C)n[nH]c1C	0%	10%	0%	24%	0%	i
34	COc1cccc(-c2ccc3ncnc(NCCN4CCOCC4)c3c2)c1	-11%	-10%	-1%[2.29 µM]	17%	-6%	i
35	O=C(NCc1ccccc1)C1C2C=CC3(CN(Cc4cccnc4)C(=O)C13)O2 (stereo not given)	0%	12%	1%	4%	2%	i
36	COc1ccc(S(=O)(=O)Nc2nncs2)cc1	-1%	-14%	-2%	?	-1%	i
37	CCOC(=O)N1CCC(NC(=O)c2ccc(NC(=O)C3CCCO3)cc2)CC1 (stereo not given)	0%	-15%	-1%	0%	-1%	i
38	CCc1c(C(=O)Nc2ccncc2)csc1C	0%	60%	-5%	25%	1%	i
39	CCOC(=O)CSc1nnc(CNC(=O)c2cccs2)n1-c1cc(C)ccc1C	-2%	-1%	2%	8%	1%	i
40	Nc1nonc1-c1noc(CCCCCN2C(=O)c3ccccc3C2=O)n1	1%	5%	3%	?	2%	i
41	Cn1c(C(=O)Nc2ccc3c(c2)OCCO3)cc2sccc21	-2%	?	3.2µM*	0%	-1%	i
42	COc1ccc(OC)c(C(=O)CSc2nnc(Cc3cccs3)n2C)c1	-7%	-3%	-1%	9%	0%	i
43	O=C(CCCn1c(=O)c2sccc2n(CC(=O)OCc2ccccc2)c1=O)NCc1ccco1	-3%	0%	1%	12%	-1%	i

nr	TexasRed autofl	4-MU autofl	A350 autofl	ERK AVP block	Fluorescein autfl
33	?	?	?	?	i
34	i	i	i	0%	i
35	i	i	i	8%	i
36	i	i	i	-1%	i
37	i	i	i	9%	i
38	?	i	i	-17%	?
39	i	i	i	-11%	?
40	i	i	i	-4%	i
41	?	i	i	-25%	i
42	i	i	i	-29%	i
43	?	i	i	-11%	i
